# Screening results deposited in PubChem BioAssay by several laboratories.
# MT1-MMP act inh: MT1-MMP (human) activation inhibition; P50281; HT1080 RFP-PRO-GFP cells, GFP/RFP ratio fluorescence, overnight; percent of plate control window, DMSO zero; GFP/RFP ratio change, % at 20 µM; 0.061% of 360,000 active; AID 651647;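 active = GFP/RFP ratio change of at least 30% with cell ATP level not reduced by more than half and red fluorescence within 50% of control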; note: strong numbers were not always called active
#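 Read-out: GFP/RFP fluorescence ratio; Test system: RFP-PRO-GFP reporter HT1080 cells; Compound dosing: single-point 20 µM compound, 1% DMSO; Times: overnight compound exposure at 37 °C.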
# eLon inh: inhibitors of E. coli Lon protease | P0A9M0 | purified E. coli Lon protease, fluorescence polarization | inhibition, % at 7.94 µM | 0.42% of 360,000 active | AID 602123; in the data active = inhibition above about 13%, passing the limit was not always enough;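 note: 0% = enzyme with probe and DMSO and 100% = no enzyme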
# FAS-TE inh: FAS thioesterase (human) inhibition | recombinant FAS-TE, OMFH fluorogenic substrate, fluorescence endpoint | AID 602261 | inhibition, % at 15 µM | 0.67% of 360,000 active | P49327;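 active = compounds whose normalised, plate-corrected inhibition of enzyme fluorescence in the single-dose primary screen is 50% or more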;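 note: 0% = DMSO with enzyme and 100% = substrate without enzyme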
# MLLE-PAM2 inh: inhibitors of microRNA-mediated deadenylation, human PABP1 MLLE binding. P11940. GST-MLLE / FITC-PAM2 fluorescence polarization. inhibition, % at 20 µM. 0.36% of 360,000 active. AID 588489; in the data active = inhibition above about 35%, passing the limit was not always enough;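 note: plate controls were DMSO wells with GST-MLLE for no effect and wells lacking GST-MLLE protein for full effect; some results filed as inactive read as strong as hits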
# Target sequence (P11940 whole entry, looked up): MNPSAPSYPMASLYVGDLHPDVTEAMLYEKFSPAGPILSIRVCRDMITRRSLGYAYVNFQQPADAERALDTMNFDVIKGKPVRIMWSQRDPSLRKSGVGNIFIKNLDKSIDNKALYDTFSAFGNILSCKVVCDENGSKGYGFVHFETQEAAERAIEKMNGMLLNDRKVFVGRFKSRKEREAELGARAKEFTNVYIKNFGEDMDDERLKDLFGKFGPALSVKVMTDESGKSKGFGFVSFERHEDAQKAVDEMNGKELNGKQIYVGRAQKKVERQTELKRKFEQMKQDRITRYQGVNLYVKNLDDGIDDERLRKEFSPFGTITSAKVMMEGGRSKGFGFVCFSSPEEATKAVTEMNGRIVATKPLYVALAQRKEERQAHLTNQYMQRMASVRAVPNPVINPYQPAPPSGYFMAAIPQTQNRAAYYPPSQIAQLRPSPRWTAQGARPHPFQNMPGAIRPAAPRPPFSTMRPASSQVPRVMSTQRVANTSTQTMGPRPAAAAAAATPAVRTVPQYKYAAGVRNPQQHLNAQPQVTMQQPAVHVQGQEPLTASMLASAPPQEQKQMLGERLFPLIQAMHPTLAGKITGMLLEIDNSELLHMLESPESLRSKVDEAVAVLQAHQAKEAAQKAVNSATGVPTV
# SKN-1 block: inhibitors of C. elegans SKN-1 | C. elegans VP596 Pgst-4::GFP/RFP ratio, acrylamide-induced, 24 h | inhibition, % at 21.8 µM | 0.49% of 360,000 active | AID 624304;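 active = interference check ratio from 0.5 to 1.5 plus GFP to RFP signal ratio inhibition reaching or exceeding a fixed threshold, cut at about 30% in these data, passing the limit was not always enough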; note: some compounds called inactive have numbers as strong as hits
# MsrA act: activates bovine MsrA enzyme; purified bovine MsrA, absorbance read-out; activation, % at 10.6 µM; 0.3% of 360,000 active; AID 602163; in the data active = activation above about 7.5%;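 note: 0% = vehicle and 100% = reference activator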
# Tb MetRS inh: Trypanosoma brucei MetRS inhibition; inhibition, % at 11.9 µM; 0.4% of 360,000 active; purified T. brucei MetRS, ATP depletion, Kinase-Glo luminescence;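 active = inhibition above a per-plate cutoff of the control wells' mean inhibition plus 3 SD, cut at about 5.5% in these data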;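 note: 0% = DMSO wells median and 100% = median of wells with control inhibitor compound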
#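 technique = Kinase-Glo luminescence, ATP depletion format | system = purified MetRS (methionyl-tRNA synthetase) enzyme from Trypanosoma brucei | timing = 15 min preincubation, 2 h reaction, all 25 °C | evaluation = percent inhibition versus plate control medians | dosing = single dose, 11.9 µM final nominal, 0.9% final DMSO | also added = substrates ATP, L-methionine and bulk Escherichia coli tRNA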
# CendR NRP1 mod: alters CendR peptide binding to human NRP-1; O14786; FAM-RPARPAR peptide binding to NRP-1, fluorescence polarization; inhibition, % at 25 µM; 0.85% of 360,000 active;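 active = inhibition or corrected inhibition above about 18%, plus a signal ratio from 0.5 to 1.5, limit read from the data, passing the limit was not always enough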; note: strong numbers were not always called active
# MsrA inh: inhibits bovine methionine sulfoxide reductase A | purified bovine MsrA, absorbance read-out | inhibition, % at 15.5 µM | 0.75% of 360,000 active; in the data active = inhibition above about 4.5%;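 note: 0% = vehicle wells with enzyme and 100% = reference inhibitor wells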
# An asterisk follows results filed as active; x = not tested or not shown.
# Start of the listing, in advance (five entries):
SMILES	Tb MetRS inh	eLon inh	MsrA act	MLLE-PAM2 inh	SKN-1 block	CendR NRP1 mod	FAS-TE inh	MT1-MMP act inh	MsrA inh
COc1ccccc1CCN1CCCC(CN(C)C(=O)CCC(N)=O)C1 (centres undefined)	-1.4	5	-8	1	-14	3	-9	5	1.7
O=C(COc1ccc([N+](=O)[O-])cc1)Nc1ccc(S(=O)(=O)N2CCOCC2)cc1	-0.2	5	2	1	14	-7	10	-2	2.1
Cc1ccc(NC(=O)N2CCCC(C(=O)O)C2)cc1 (centres undefined)	0.3	9	-2	2	-1	-7	-1	4	0.2
CN1CCN(CCCNC(=O)c2ccc(Cn3c(=S)[nH]c4ccc(Br)cc4c3=O)cc2)CC1	4.9	6	-1	-97	11	4	-5	3	1.4
Cn1c(SCC(=O)N2CCOCC2)nnc1-c1ccccc1	-0.4	2	-1	-100	4	-4	-8	-4	1.7

# All compounds of this part (from the top)
SMILES	Tb MetRS inh	eLon inh	MsrA act	MLLE-PAM2 inh	SKN-1 block	CendR NRP1 mod	FAS-TE inh	MT1-MMP act inh	MsrA inh
COc1ccccc1CCN1CCCC(CN(C)C(=O)CCC(N)=O)C1 (centres undefined)	-1.4	5	-8	1	-14	3	-9	5	1.7
O=C(COc1ccc([N+](=O)[O-])cc1)Nc1ccc(S(=O)(=O)N2CCOCC2)cc1	-0.2	5	2	1	14	-7	10	-2	2.1
Cc1ccc(NC(=O)N2CCCC(C(=O)O)C2)cc1 (centres undefined)	0.3	9	-2	2	-1	-7	-1	4	0.2
CN1CCN(CCCNC(=O)c2ccc(Cn3c(=S)[nH]c4ccc(Br)cc4c3=O)cc2)CC1	4.9	6	-1	-97	11	4	-5	3	1.4
Cn1c(SCC(=O)N2CCOCC2)nnc1-c1ccccc1	-0.4	2	-1	-100	4	-4	-8	-4	1.7
O=C1c2ccccc2C(=O)N1CCc1c[nH]c2ccc(O)cc12	-0.1	13	-1	-13	2	8	-1	14	1.3
CN1C/C(=N\S(=O)(=O)c2ccccc2)N(C)C1=O	-0.6	-5	-4	-4	9	-22	-9	-7	1.1
Cc1snc(S(=O)(=O)/C(C#N)=N\Nc2ccccc2)c1C#N	0.2	5	-1	1	-4	1	1	2	2.9
CCOC(=O)N1CCN(C(=O)CNS(=O)(=O)c2cccs2)CC1	0.2	0	-1	5	8	-6	-3	-4	0.0
Cc1ccc(CC(=O)Nc2cc(C)ccn2)cc1	-0.8	2	-8	12	-20	10	-1	-5	-0.1
Cc1ccc(CN(CC(=O)NC(C)(C)C)C(=O)CNC(=O)c2cccs2)cc1	-0.8	4	-12	-8	4	3	-7	-5	0.1
CC(=O)c1ccc(NC(=O)Nc2ccc(S(=O)(=O)N3CCCC3)cc2)cc1	0.3	9	-5	7	3	8	4	4	1.4

# Full records from above. Order of values: Tb MetRS inh | eLon inh | MsrA act | MLLE-PAM2 inh | SKN-1 block | CendR NRP1 mod | FAS-TE inh | MT1-MMP act inh | MsrA inh
# Cc1ccc(CN(CC(=O)NC(C)(C)C)C(=O)CNC(=O)c2cccs2)cc1 is entered as -0.8 | 4 | -12 | -8 | 4 | 3 | -7 | -5 | 0.1
# Cc1snc(S(=O)(=O)/C(C#N)=N\Nc2ccccc2)c1C#N is entered as 0.2 | 5 | -1 | 1 | -4 | 1 | 1 | 2 | 2.9
# CCOC(=O)N1CCN(C(=O)CNS(=O)(=O)c2cccs2)CC1 is entered as 0.2 | 0 | -1 | 5 | 8 | -6 | -3 | -4 | 0.0
# CN1CCN(CCCNC(=O)c2ccc(Cn3c(=S)[nH]c4ccc(Br)cc4c3=O)cc2)CC1 is entered as 4.9 | 6 | -1 | -97 | 11 | 4 | -5 | 3 | 1.4
# O=C(COc1ccc([N+](=O)[O-])cc1)Nc1ccc(S(=O)(=O)N2CCOCC2)cc1 is entered as -0.2 | 5 | 2 | 1 | 14 | -7 | 10 | -2 | 2.1

# The listing continues:
SMILES	Tb MetRS inh	eLon inh	MsrA act	MLLE-PAM2 inh	SKN-1 block	CendR NRP1 mod	FAS-TE inh	MT1-MMP act inh	MsrA inh
Cc1nc(NC(C)C(=O)O)c2nc(C)oc2n1 (centres undefined)	-1.0	-8	-2	-7	-7	-5	-2	2	-0.4
CCOC(=O)C1=C(O)C(=O)N(c2ccc(S(N)(=O)=O)cc2)C1c1ccc(Br)cc1 (centres undefined)	0.6	-3	-3	1	-14	4	1	2	0.9
O=C(CCCn1nnnc1CN1CCOCC1)N1CCC(c2ccc(F)cc2)C1 (centres undefined)	-0.3	7	-2	6	9	-2	-7	-3	0.8
CCc1ccc(C2C(C(=O)O)c3ccccc3C(=O)N2C)cc1 (centres undefined)	-0.1	-7	-4	4	8	-6	-5	7	1.4
Cc1ccc(C)c(C(C)NC(=O)C2CCCO2)c1 (centres undefined)	-1.0	-7	-1	4	2	7	-5	-2	-0.8
CCOc1ccc(-c2cc(CCCC(=O)NCCCOC)no2)cc1	0.3	1	0	-11	14	6	-3	-2	1.1
CC(=O)NC(CC(=O)NC(C)c1ccc(Cl)cc1Cl)c1ccccc1 (centres undefined)	0.2	-2	-1	-7	9	-1	0	2	-0.8
Fc1ccc(CO/N=C/C2=C(Cl)c3ccccc3CC2)cc1	-1.1	-3	-5	2	22	15	22	4	-0.2
CCOc1ccc(Cc2n[nH]c(=S)n2N)cc1	0.2	24	-1	-39	1	-6	-8	4	-1.5
N#Cc1ccccc1Cn1cc(/C=C/[N+](=O)[O-])c2ccccc21	-0.4	-8	-8	-19	3	-9	-22	-2	2.5
O=C1Nc2cc(C(=O)N3CCOCC3)ccc2S/C1=C/c1ccccc1F	-0.1	-9	-2	8	13	-10	1	-4	0.6
CN(C)C1=NCCN1CCCC1CCCCC1	-0.1	-3	-2	-9	15	-6	-13	3	0.6

# The results go on.
SMILES	Tb MetRS inh	eLon inh	MsrA act	MLLE-PAM2 inh	SKN-1 block	CendR NRP1 mod	FAS-TE inh	MT1-MMP act inh	MsrA inh
Cc1ccc(-c2cc(C(=O)NCc3ccccn3)c3ccccc3n2)cc1	-1.1	-7	-8	-9	-18	8	2	-4	-0.2
Cn1nnc2cc(C(=O)Nc3ccccc3F)ccc21	-0.4	7	-3	6	15	2	2	-5	-0.4
CNCCCC1Sc2ccccc2Oc2ccccc21 (centres undefined)	-0.1	-11	-2	0	15	1	-10	-11	0.5
CC(=O)c1ccc(NS(=O)(=O)c2ccc3ccccc3c2)cc1	-0.8	-12	-3	5	2	10	-10	6	0.0
CSc1ccccc1OCc1cc(C(=O)NCCn2ccnc2C)no1	-0.4	-7	-1	5	-2	14	-1	-5	-1.4
Cc1ccc(/C=C/C(=O)Nc2ccccc2C(N)=O)cc1	-0.8	-3	-4	-1	0	-14	-7	3	2.7
O=C(Nc1ccon1)c1nc[nH]c1C(=O)N1CCN(c2ccccc2)CC1	-0.1	-9	-1	-7	-19	6	-7	3	0.8
CC1(C)CC(=O)C=C(c2n[nH]nc2C2CC2)C1	-1.4	11	-1	-13	12	-8	-3	3	0.9
NS(=O)(=O)c1ccc(NC(=O)COC(=O)C2(c3ccc(F)cc3)CCCC2)cc1	-0.7	-3	-7	1	0	1	15	1	-1.2
CCCOc1ccccc1/C=N/NC(=O)C1CC1	0.0	-5	-2	-5	20	0	-3	-1	-0.2
CC(/C=C1\SC(=S)N(NC(=O)c2cccc(O)c2)C1=O)=C\c1ccccc1	1.0	8	-2	-3	15	-28	9	7	0.4
O=C(CN1CCCCC1)N1CCc2ccccc21	0.1	-5	-3	2	-5	-2	-3	2	-0.6

# Looked up above:
# CC(/C=C1\SC(=S)N(NC(=O)c2cccc(O)c2)C1=O)=C\c1ccccc1 in MLLE-PAM2 inh is listed with -3
# CCCOc1ccccc1/C=N/NC(=O)C1CC1 in eLon inh is listed with -5
# NS(=O)(=O)c1ccc(NC(=O)COC(=O)C2(c3ccc(F)cc3)CCCC2)cc1 in eLon inh is listed with -3
# O=C(Nc1ccon1)c1nc[nH]c1C(=O)N1CCN(c2ccccc2)CC1 in MLLE-PAM2 inh is listed with -7

# (cont.)
SMILES	Tb MetRS inh	eLon inh	MsrA act	MLLE-PAM2 inh	SKN-1 block	CendR NRP1 mod	FAS-TE inh	MT1-MMP act inh	MsrA inh
Cc1cc(=O)oc2cc(OCC(=O)OCC(=O)NC3CC3)ccc12	2.7	-1	-4	5	-8	4	-4	2	3.0
O=C(CN1C(=O)CCC1=O)Nc1nc(-c2cccs2)cs1	-0.6	7	0	12	4	14	1	3	-1.4
COc1ccc(CN2CCNC(=O)C2CC(=O)NC2CCCCCC2)cc1C (centres undefined)	-1.0	-7	-1	-8	1	1	-4	2	0.0
O=C1CCN(C(=O)CSc2ccc(Cl)cc2)N1	-0.1	-1	-1	24	14	3	-10	-1	-0.8
O=C(c1ccncc1)N1c2ccccc2Sc2ccccc21	-0.2	-6	-3	-6	8	4	-2	-5	0.1
Cc1ccc(CSc2nsc(C)c2C#N)cc1	-1.0	2	-3	16	2	-4	16	3	0.4
CC(=O)N1CCc2cc([N+](=O)[O-])ccc21	-0.1	-8	-4	11	15	2	1	-3	2.5
Cn1c(=O)c2c(ncn2CC(=O)N(Cc2ccccc2)c2ccccn2)n(C)c1=O	-0.7	9	-3	8	3	2	-6	4	0.5
CCn1c(C)nnc1SCC(=O)Nc1ccc(C(C)=O)cc1	-0.1	-1	0	-7	-13	-1	-2	-2	-0.4
CN(c1ccc(C(=O)NCc2ccccn2)cc1)S(C)(=O)=O	-0.3	1	-1	-1	5	1	-7	5	0.0
COc1ccccc1NC(CC(=O)c1ccccc1)C(=O)OCC(=O)c1ccc(C)cc1 (centres undefined)	-0.3	-7	-7	-7	9	8	30	-3	2.0
O=c1[nH]c2ccccc2n2cnnc12	-0.1	-26	-5	4	2	2	-6	-1	1.3

# Continuation.
SMILES	Tb MetRS inh	eLon inh	MsrA act	MLLE-PAM2 inh	SKN-1 block	CendR NRP1 mod	FAS-TE inh	MT1-MMP act inh	MsrA inh
CSC1=N/C(=C\c2ccc(F)cc2)C(=O)S1	-1.1	8	-4	1	-5	9	-3	-4	0.6
O=c1[nH]c(N/N=C/c2ccccc2)nc2ccccc12	-0.6	0	-8	-14	9	-4	0	5	0.5
O=C(NCCN1CCN(C(=O)NC2CCCCC2)CC1)NC1CCCCC1	-0.4	0	1	0	-8	13	-5	-2	0.0
Cc1nnc(-c2ccccc2)c(=O)n1/N=C/c1c(O)ccc2ccccc12	-0.9	-423	-6	-117	-10	-66	13	-95	2.0
Cn1nc(C(=O)Nc2nc(-c3ccc(F)cc3)cs2)ccc1=O	-0.5	-12	-3	-6	6	-2	0	-7	0.3
CCC(CC)C(=O)NCc1ccccc1Cl	0.4	-2	-4	4	-1	1	-8	-4	-0.1
Cn1c(=NC(=O)CS(=O)(=O)c2ccccc2)sc2cc([N+](=O)[O-])ccc21	-0.5	-2	-6	-6	5	-4	0	4	2.6
COCCNC(=O)c1cccc(NS(=O)(=O)c2cccc3cccnc23)c1	-0.2	9	-6	6	12	-7	-6	6	-0.6
COc1cccc(N2CCN(CC(=O)NC(=O)NCc3ccco3)CC2)c1	-1.1	8	-11	-16	1	-8	-2	1	0.9
C=C(C)C1CC=C(C)/C(=N/NC(=O)COc2ccccc2Cl)C1 (centres undefined)	0.6	-9	-1	7	7	7	-2	7	-0.5
CC1CCCCN1S(=O)(=O)c1ccc(S(=O)(=O)NCCc2ccncc2)cc1 (centres undefined)	-0.3	-12	-2	4	-1	5	-4	3	0.9
COc1cccc(NC(=O)COc2cccnc2[N+](=O)[O-])c1	-0.5	9	-11	-6	0	11	0	x	-0.8
